# Compound activity as filed in PubChem BioAssay.
# AmpC det inh = inhibitors of E. coli AmpC beta-lactamase with detergent. P00811. Potency, µM (titrated, usually from 28.7 µM), without a hit: at the highest dose activity change, negative = inhibition. purified AmpC, nitrocefin hydrolysis with detergent. hit rate 0.09% among 71,000. AID 584; active means well fitted curve in the direction sought with a large enough effect
# Target sequence (P00811 whole entry, looked up): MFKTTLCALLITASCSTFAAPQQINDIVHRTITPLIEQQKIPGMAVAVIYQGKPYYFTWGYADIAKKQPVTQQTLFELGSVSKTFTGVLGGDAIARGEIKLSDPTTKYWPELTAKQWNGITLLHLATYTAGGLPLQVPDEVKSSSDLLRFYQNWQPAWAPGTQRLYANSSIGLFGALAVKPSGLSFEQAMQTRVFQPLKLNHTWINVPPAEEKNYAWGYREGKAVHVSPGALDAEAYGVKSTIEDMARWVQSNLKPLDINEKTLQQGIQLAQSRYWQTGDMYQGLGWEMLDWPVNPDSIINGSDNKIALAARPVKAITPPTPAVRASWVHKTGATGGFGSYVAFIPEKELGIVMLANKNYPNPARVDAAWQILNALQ
#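 E. coli AmpC (5.3 nM) in 20 mM phosphate pH 7.0 with 0.01% Triton X-100, preincubated 15 min RT with compound; nitrocefin (2 uL of 800 uM stock) hydrolysis followed by 480 nm absorbance every 20 s over 4 min.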
# The depositor's hits bear a star; [ ] = another dose, or the depositor's remark. On the % scale 0 is the no-effect control and ±100 the full control effect; potency means the concentration at half of the fitted maximal effect. This is a subset (hit frequency here may not be typical).
canonical_smiles | AmpC det inh
CCCCCCNS(=O)(=O)c1ccc(OC)c(OC)c1 | -4%
COc1cc2c(c(OC)c1OC)-c1ccc(O)c(=O)cc1[C@@H](NC(C)=O)CC2 | 8%
COCCNc1nc(-c2c(C)noc2C)nc2ccccc12 | 7%
CCSCCOC(=O)C1=C(C)NC2=C(C(=O)CCC2)C1c1coc2ccccc2c1=O (stereo unspecified) | -1%
O=C(Nc1nccs1)c1ccc(COc2ccccc2Br)o1 | -5%
COc1ccc(N2CCN(C(=O)CSc3nnc4n3C(C)(C)Cc3ccccc3-4)CC2)cc1 | -4%
Cc1ccc(S(=O)(=O)C2(C(=O)Nc3cccc(F)c3)CC2)cc1 | 11%
COC(=O)C(C)n1cnc2c(nnn2Cc2ccc(Cl)cc2)c1=O (stereo unspecified) | -3%
CC(C)(C)C(=O)[C@@H]1[C@@H]2C(=O)N(c3ccc4c(c3)OCCO4)C(=O)[C@@H]2C2c3ccccc3C=CN21 (stereo partly specified) | -14%
COC(=O)c1ccc(NC(=O)CCN2CCCCC2)cc1 | -3%
N#CCCn1c(=O)c(-c2ccc(F)cc2)nc2cnc(N3CCOCC3)nc21 | 1%
C=CCOc1cccc(C2/C(=C(/O)c3ccc(F)cc3)C(=O)C(=O)N2CCN2CCOCC2)c1 (stereo unspecified) | -2%
Cc1ccc2nc(-c3ccc4c(c3)OCCO4)cc(C(=O)O)c2c1 | 1%
CCSc1n[nH]c(=O)[nH]c1=O | 2%
CCOC(=O)c1sc2nc(SCC#N)n(CCCN3CCCC3=O)c(=O)c2c1C | -1%
Nc1nc2c(c(=O)[nH]1)CN(c1ccc(S(N)(=O)=O)cc1)CN2 | -2%[5.75 µM]
C[N+]1(C)C2CC[C@H]1CC(OC(=O)[C@@H](CO)c1ccccc1)C2 (stereo partly specified) | -2%[5.75 µM]
CCOc1ccc(NC(=O)C(C)SC(N)=O)cc1 (stereo unspecified) | 9%
CCOC(=O)C1CCCN(c2cc(=O)n(-c3ccccc3Cl)c(=O)[nH]2)C1 (stereo unspecified) | 1%
CCOC(=O)C1=C(C)NC(=O)C(C(N)=O)C12CCCCC2 (stereo unspecified) | -3%
CCCC(=O)NC(C)c1nc2ccccc2n1C(C)C (stereo unspecified) | 5%
CN1CCN(CC(O)COc2ccc(OCC(O)CN3CCN(C)CC3)cc2)CC1 (stereo unspecified) | -4%
CS(=O)(=O)N(CC(=O)NCCSCc1c(F)cccc1Cl)c1ccc2c(c1)OCO2 | -4%
CCOC(=O)CCc1c(C)n(CC)c2cc(-c3ccccc3OC)nn2c1=O | -2%
c1cn2cc(-c3ccc4c(c3)OCO4)nc2s1 | -2%
NC(=O)C1CCN(C(=O)CCCCCn2c(=O)[nH]c3ccsc3c2=O)CC1 | 10%
CC1CN(C(=O)c2ccncc2)CC(C)O1 (stereo unspecified) | -3%
COc1ccc(CN2CCCC2C(=O)Nc2ccc(OC)c(OC)c2)cc1OC (stereo unspecified) | 2%
Cn1c(=O)cc(OCCCC(=O)NCCCN2CCN(Cc3ccccc3)CC2)c2ccccc21 | 21%
CCOc1ccccc1NC(=O)N1CCC(n2nnc3cc(C)ccc32)CC1 | 2%
Cc1c(-c2cccs2)[n+](=O)c2c(n1[O-])CCCCC2 | 6%
COc1ccc(-c2cc(C(F)(F)F)nc(S(=O)(=O)CCC(=O)N3CCOCC3)n2)cc1 | 4%
O=C(Nc1ccccc1-c1nnn(CC(=O)N2CCCc3ccccc32)n1)c1ccco1 | -6%
Cc1nc2cc(C(F)(F)F)ccc2n1C1CCN(Cc2nnnn2Cc2ccc3c(c2)OCO3)CC1 | -5%
CSCC[C@H](NC(=O)OC(C)(C)C)c1nnc(SCc2cccc(F)c2)o1 | -3%
COc1ccc2nc(NCCO)[nH]c2c1 | 4%
COCCn1nnnc1C(c1cc2c(C)cc(C)cc2[nH]c1=O)N1CCCCCC1 (stereo unspecified) | -1%
O=C(NC12CC3CC(CC(C3)C1)C2)c1cncc(O)c1 | -4%
COc1ccc(Cl)cc1NC(=O)CSc1nnc(-c2ccncc2)n1CC1CCCO1 (stereo unspecified) | -2%
Cc1ccn(S(=O)(=O)c2ccc(C(C)(C)C)cc2)n1 | -7%
Cn1nc(C(=O)Nc2sccc2C(N)=O)ccc1=O | 1%
Cc1cc(C)nc(N2CCN(c3nnnn3-c3ccccc3)CC2)n1 | 15%
CCOc1ccccc1Nc1nc2ccccc2[nH]1 | -2%
FC(F)(F)c1ccccc1-c1nc(NCc2cccnc2)c2ccccc2n1 | 7%
COc1cccc(-c2cncnc2N(C)Cc2ccco2)c1 | 10%
COCCSc1ccccc1C(=O)Nc1nnc(C)s1 | -3%
Nc1nc(SCC(=O)N2CCCc3ccccc32)[nH]c(=O)c1-c1ccccc1 | -5%
CCn1ncc(Br)c1C(=O)Nc1sc2c(c1C(=O)OC)CCC2 | -4%
O=[N+]([O-])c1cccc(/C=N\Nc2ccc3ccccc3n2)c1O | 0%[5.75 µM]
Cc1oc(-c2ccc(Cl)cc2)nc1CN1CCCC(C(=O)N2CCN(C(=O)c3ccco3)CC2)C1 (stereo unspecified) | 10%
COc1cc(C2NCc3ccccc3-n3cccc32)ccc1O (stereo unspecified) | -7%
Cc1c(NC(=O)CN2c3cccc4cccc(c34)S2(=O)=O)c(=O)n(-c2ccccc2)n1C | -2%
O=[N+]([O-])c1ccc2cn[nH]c2c1 | -3%
CCCc1cc(=O)n2[nH]c(NCc3cccs3)nc2n1 | 15%
C=C(CC1([C@@H](NP(=O)(c2ccccc2)c2ccccc2)[C@H]2C[C@@H]2CCCC)CC1)c1cccc(OC)c1 | 2%
COc1ccc(C2C3=C(CCCC3=O)Nc3nc4ccccc4n32)c(OC)c1OC (stereo unspecified) | 1%

# (more compounds)
canonical_smiles | AmpC det inh
COc1ccc(C)cc1Cn1c(S(C)(=O)=O)nc2ccccc21 | -3%
CC1CCN(C(=O)COc2ccccc2F)CC1 | -4%
O=C(c1cccc(F)c1)N1CCC2(CC1)CN(C(c1ccccc1)c1ccccc1)C2 | 1%
N#CC(C#SN)=C1CCCCC1 | 0%
O=C(Cn1[nH]c(=O)c2ccccc2c1=O)Nc1cccc(-c2nnc3n2CCCCC3)c1 | 0%
O=C(NCc1cccnc1)c1cccc(C(F)(F)F)c1 | -4%
CC1(C)Cc2noc(N)c2C(C)(C)N1OC(=O)c1scc2c1OCCO2 | -1%
Cc1cnc(NC(=O)CN2CCN(c3ccccn3)CC2)s1 | -6%
CNC(=O)CCC(=O)Nc1ccc(C(=O)OC)cc1 | -2%
CCCCN(CC)CCNS(=O)(=O)c1cccc2cccnc12 | 28%
Cc1ccc2oc(-c3ccc(NC(=O)CC(C)C)cc3)nc2c1 | 8%
N#CCn1c(C2CCCCC2)nc2ccccc2c1=O | -7%
COc1ccc(Nc2nccc3c2nnn3C)cc1 | 18%
Cc1nc(NC(C)c2ccccc2)c2oc3ccccc3c2n1 (stereo unspecified) | -3%
CCCc1cc(C(=O)Nc2cc(C)nn2-c2ccccc2)no1 | 15%
CC[C@@H](C)[C@H]1O[C@]2(CC[C@@H]1C)C[C@@H]1C[C@H](C/C=C(/C)[C@H](O[C@@H]3C[C@H](OC)[C@H](O[C@@H]4C[C@H](OC)[C@@H](O)[C@H](C)O4)[C@H](C)O3)[C@@H](C)/C=C\C=C3CO[C@@H]4[C@H](O)C(C)=C[C@@H](C(=O)O1)[C@]34O)O2 (tested in a mixture with another compound) | -7%
N#Cc1nc(COc2ccc(Br)cc2)oc1NCCCn1ccnc1 | -6%
CN1CCN(C2=C(Cl)C(=O)N(c3cccc(Cl)c3)C2=O)CC1 | 6%
CCOC(=O)N1CC=C2C(C#N)=C(N)C(C#N)(C#N)[C@H](c3ccccc3OCC)[C@H]2C1 | 17%
CCOc1ccccc1N(CC(=O)Nc1ccc(C)cc1)S(C)(=O)=O | -2%
Cc1cc(C)n(-c2ccc(C(=O)OCn3nnc4ccccc4c3=O)cc2)n1 | -3%
O=C(Nc1nnc(COc2ccccc2)s1)c1ccco1 | -2%
COc1ccc(N2CCN(C(=O)Cc3nn(C)c(=O)c4ccccc34)CC2)cc1 | -2%
CCOC(=O)c1[nH]c(C)c(C(=O)N(C)Cc2ccccc2)c1C | -3%
CC(=O)Nc1cccc(Oc2nc(C)cc(C)c2C#N)c1 | 6%
O=C(Nn1cnnc1)c1ccccc1-c1ccccc1 | -2%
O=C(NC1CCCC1)C(c1ccccn1)N(C(=O)c1csnn1)C1CC1 (stereo unspecified) | -4%
O=C(CN1CCN(CCC(=O)Nc2ccccc2F)CC1)Nc1ccc(Cl)cc1 | -5%
CCCS(=O)(=O)NCCc1cc2c(OC)ccc(OC)c2[nH]c1=O | 15%
CCN(CC)S(=O)(=O)c1cccc(-c2nnc(SCC(=O)c3cc(C)n(C)c3C)o2)c1 | -3%
COc1cccc(Cn2c(=S)[nH]c3ccc(N4CCOCC4)cc3c2=O)c1 | -1%
O=C(C1CCC(=O)N1Cc1cccnc1)N1CCN(c2ccc(F)cc2)CC1 (stereo unspecified) | 3%
COc1nnc(OC)c2ccccc12 | -3%
CCC(=O)Nc1ccc(C(=O)Cn2nc(C(=O)O)c3ccccc3c2=O)cc1 | -2%
O=C(Nc1nc2ccccc2n1CCN1CCCCC1)c1ccco1 | -2%
Cc1cc(NC(=O)CCCC(=O)N(CC(=O)NC2CCCCC2)c2ccccc2)no1 | -1%
Cc1cc2cc(CNC(=O)CC(C)C)ccc2n1C | 1%
O=C(CSc1nc2c(sc3ccccc32)c(=O)n1Cc1ccco1)NCC1CCCO1 (stereo unspecified) | 5%
COc1ccc(CC(=O)OCC(=O)Nc2c(C)n(C)n(-c3ccccc3)c2=O)cc1 | -3%
c1ccc2c(-n3cccn3)cccc2c1 | -3%

# An excerpt of these results, with each value named.
SMILES: CCC(=O)Nc1ccc(C(=O)Cn2nc(C(=O)O)c3ccccc3c2=O)cc1
  AmpC det inh = -2%

SMILES: O=C(Nc1nc2ccccc2n1CCN1CCCCC1)c1ccco1
  AmpC det inh = -2%

SMILES: Cc1cc(NC(=O)CCCC(=O)N(CC(=O)NC2CCCCC2)c2ccccc2)no1
  AmpC det inh = -1%

SMILES: Cc1cc2cc(CNC(=O)CC(C)C)ccc2n1C
  AmpC det inh = 1%

# Continued.
canonical_smiles | AmpC det inh
Cc1oc(-c2ccc(Cl)cc2)nc1CN1CCC(C(=O)NCc2cccnc2)CC1 | -1%
COC(=O)c1cc(OC)c(OC)cc1NC(=O)C1CCC(=O)N1S(=O)(=O)c1ccc(C)cc1 (stereo unspecified) | -2%
Cc1ccccc1C(=O)NC1CC(C)(C)NC(C)(C)C1 | -4%
CCOC(=O)c1ccc(Cn2cnc3ccccc3c2=O)cc1 | -7%
CC1(C)CC(=O)C2=C(C1)Nc1[nH]n(-c3ccccc3)c(=O)c1C2c1ccc2c(c1)OCO2 (stereo unspecified) | -5%
CCCCn1c(SCC(=O)N2CCC(C(=O)OCC)CC2)nc2cc(S(N)(=O)=O)ccc21 | 1%
Cn1ccnc1SC(=O)N1c2ccccc2Sc2ccccc21 | 1%
N[C@@H]1C=CC=C(C(=O)O)C1 | 1%

# In a second layout: results already given
> COC(=O)c1cc(OC)c(OC)cc1NC(=O)C1CCC(=O)N1S(=O)(=O)c1ccc(C)cc1 (stereo unspecified)
  AmpC det inh = -2%

> Cc1ccccc1C(=O)NC1CC(C)(C)NC(C)(C)C1
  AmpC det inh = -4%

# The list goes on.
canonical_smiles | AmpC det inh
COc1cc(NS(=O)(=O)c2ccc(NC(=O)COc3ccccc3C)cc2)nc(OC)n1 | -1%
O=C(O)C1CCCCC1C(=O)OCCCCOC(=O)C1CCCCC1C(=O)O (stereo unspecified) | -3%
CC(C)(C)OCC1CO1 (stereo unspecified) | 7%
O=C(Nc1ccc2c(c1)C(=O)N(C1CCCCC1)C2=O)C1CCCO1 (stereo unspecified) | 0%
OC(COc1c(Cl)cc(Cl)cc1Cl)CN1CCCCC1 (stereo unspecified) | 4%
CCn1c(SCC(=O)c2cccs2)nnc1-c1ccco1 | 10%
O=C(NCc1cccs1)C1CCN(c2nc3ccccc3o2)CC1 | 1%
O=C(COC(=O)C1(c2ccccc2)CC1)N1CCN(c2ccc(F)cc2)CC1 | -5%
O=C(NCc1cn2ccsc2n1)Nc1cccc(Cl)c1 | -4%
O=C(O)C1CCCCC1C(=O)Nc1cnn(Cc2ccccc2)c1 (stereo unspecified) | 13%
COC(=O)c1cc(Br)c(=O)n(Cc2ccncc2)c1 | -4%
O=C(NCc1ccccc1)c1cccc(NC(=O)c2ccco2)c1 | 4%
O=C(c1ccccc1)N(CCN1CCOCC1)C1(C(=O)Nc2ccccc2)CCCCC1 | 2%
C=CCn1c(SCc2csc(C)n2)nc2sc3c(c2c1=O)CCCCC3 | -3%
CC(=O)Nc1ccc(NC(=O)c2ccccc2N(C)S(C)(=O)=O)cc1 | -1%
C[C@@](N)(C(=O)O)c1ccc(S(=O)(=O)O)cc1 | -7%
COC(=O)c1nnn(-c2ccccc2)c1N | 2%
Cc1ccc(NC(=O)C(C)N2C(=O)C3CC=C(Cl)CC3C2=O)cc1 (stereo unspecified) | 9%
CCC(=O)n1nc(-c2ccccc2)nc1NCc1ccccc1 | -2%
COc1ccc(C(=O)NCc2cn3ccsc3n2)cc1OC | 16%
Cc1csc2nc(CSc3ccc(Cl)cc3)cn12 | 12%
COc1ccc(N2Cc3cccc(C(=O)N4CCN(C(=O)c5ccco5)CC4)c3C2=O)cc1 | 23%
COc1cc2c(cc1OC)-c1cc(NC3CCCCCC3)nc(=O)n1CC2 | 1%
